mcGAS RapidFire: blocks mouse cGAS cGAMP production | Q8C6L5 | recombinant mouse cGAS, cGAMP by RapidFire MS | inhibition, % at 12.5 µM | hit rate 0.18% among 130,000 | AID 1259397;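 active = inhibition of cGAS enzyme activity at or above 60%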;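 note: enzyme stimulated by 45 bp dsDNA with ATP and GTP substrates; cGAMP share of summed cGAMP plus half ATP and half GTP signals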
Target sequence (Q8C6L5 whole entry, looked up): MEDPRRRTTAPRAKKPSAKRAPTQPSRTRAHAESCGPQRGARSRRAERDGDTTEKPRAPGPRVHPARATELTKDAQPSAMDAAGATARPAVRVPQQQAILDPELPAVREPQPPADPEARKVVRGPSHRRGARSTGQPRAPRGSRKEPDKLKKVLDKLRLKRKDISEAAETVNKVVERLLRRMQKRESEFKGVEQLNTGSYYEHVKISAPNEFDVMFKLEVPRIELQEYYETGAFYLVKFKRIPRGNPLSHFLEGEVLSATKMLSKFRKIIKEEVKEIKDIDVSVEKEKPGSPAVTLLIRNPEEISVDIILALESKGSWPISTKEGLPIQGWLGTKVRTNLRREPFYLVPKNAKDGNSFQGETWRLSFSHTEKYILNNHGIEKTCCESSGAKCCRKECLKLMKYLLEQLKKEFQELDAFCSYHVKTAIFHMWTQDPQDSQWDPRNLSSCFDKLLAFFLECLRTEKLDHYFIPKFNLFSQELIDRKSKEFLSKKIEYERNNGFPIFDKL
Starred values were filed as active, the others as inactive; & = joins results of further samples.

mol	mcGAS RapidFire
COCCN(CC(N)=O)C(=O)Cc1coc2cc(OC)ccc12	3.7
CN1C[C@@H](NC(=O)c2cccc(F)c2)C[C@H]1C(=O)NCCCc1ccccc1	-40.8
O=C(CN1CCCC1)N1N=C(c2ccsc2)CC1c1cccs1 (configuration not stated)	-11.3
CC(C)CC(C)OCCC(=O)NC1(C#N)CCOCC1 (configuration not stated)	3.0
CC(=O)N1CCN(C(=O)CS(=O)(=O)C23CC4CC(CC(C4)C2)C3)CC1	35.8
Cc1noc(CSCc2nc(CC(C)C)nn2-c2ccccc2)n1	-27.2
CCn1nc(C)c(NC(=O)Nc2cc(F)c(OC)c(F)c2)c1C	-9.4
Cc1cnc2n(c1=O)C(CC(=O)NCc1cccs1)CS2 (configuration not stated)	-2.8
COc1ccccc1CC(=O)N1CCCC(CO)(CCOc2ccccc2)C1 (configuration not stated)	-6.0
O=C1CC(c2ccncc2F)c2c(n[nH]c2-c2ccc(Cl)cc2)N1 (configuration not stated)	-13.6
NCCNCCNCCN	2.6
Cc1cn2c(=O)c(C(=O)Nc3ncccc3C)cnc2s1	-0.7
COc1ccc(OCc2cc(C(=O)NCc3cccc(F)c3)no2)c(Cl)c1	-3.0
Cn1cc(C(=O)Nc2cccc(C(F)(F)F)c2)c2[nH]c(=O)n(-c3ccc(Cl)cc3)c(=O)c21	-23.2
Cc1c(C)[n+](=O)c2cc(Cl)c(Cl)cc2n1[O-]	1.3
CCCCC(=O)NCCc1cc(OC)c(OC)cc1[N+](=O)[O-]	-7.3
CC(CNc1ccc(C(=O)Nc2nncs2)cn1)c1cccs1 (configuration not stated)	10.9
Cc1ccccc1-c1ccc(=O)n(CC#N)n1	-8.1
CC(=O)c1ccc(OC(C)c2nc(C3CC3)no2)cc1F (configuration not stated)	-0.5
CSc1ccccc1NC(=O)C(C)n1ncccc1=O (configuration not stated)	-2.1
CCOC(=O)C1(Cc2cccc(Cl)c2)CCCN(C(=O)c2c(CC)noc2C)C1 (configuration not stated)	-10.2
COCCCN(C(=O)Nc1ccc(F)c(F)c1)C1CCN(C)CC1	-6.4
CCOC(=O)C1=C(C)NC(=O)NC1c1c(C)nn(-c2ccc(Cl)cc2)c1Cl (configuration not stated)	3.9
O=S(=O)(NC1CCCCCC1)c1cc(Cl)ccc1Cl	-2.3
Cc1ccc(C2=N/C(=C\c3ccc(N(C)C)cc3)C(=O)O2)cc1	9.5
COc1ccc(OC)c(NC(=O)C2(C)CCN2Cc2ccccc2Cl)c1 (configuration not stated)	17.1
Cc1ccc(S(=O)(=O)N2CCN(c3ncnc4c3nnn4C)CC2)c(C)c1	-5.8
O=C1N=C2OC=C(C(=O)Nc3ccc(F)c(Cl)c3)N2CCN1	4.1
Cn1cc(CN2CCC(c3n[nH]c(=O)n3Cc3ccccc3)CC2)cn1	-31.3
CC(C(=O)N1CCS(=O)(=O)C(C)(C)C1)c1ccc(Cl)s1 (configuration not stated)	-5.4
O=c1[nH]nc(-c2cc(NS(=O)(=O)c3ccccc3)cc(C(F)(F)F)c2)[nH]1	-4.8
CCn1c(C2CCNCC2)nn(CC(=O)NC(C)c2ccc(C)cc2)c1=O (configuration not stated)	-10.4
N#CC1(c2ccc(C(F)(F)F)cn2)C(=O)CC1(C1CC1)C1CC1 (configuration not stated)	-4.0
Cc1nc2sc(C)c(C)n2c(=O)c1NC(=O)Cc1ccc(F)cc1	-3.9
Nc1ccnc(C(=O)N2CCCCC2c2ccc(F)cc2)c1 (configuration not stated)	-1.3
CC(C)(C)c1nn2cnnc2n(/N=C\c2ccc(F)cc2)c1=O	-6.3
COc1cc(=O)n(-c2ccccc2)nc1C(=O)N1CCC2(CC1)OCCO2	-19.5
COc1ccc2c(c1)SC(C)C(=O)N2Cc1ccc2c(c1)OCO2 (configuration not stated)	-16.2
COc1ccc(S(=O)(=O)N2CCN(c3ccc(F)cc3)CC2)cc1	-7.7
Cc1nc(OCc2cc3c(cc2Br)OCCO3)c2ccccc2n1	-6.2

3 of the entries above in order of the mcGAS RapidFire value, high to low:
| SMILES | mcGAS RapidFire |
| --- | --- |
| Cc1nc2sc(C)c(C)n2c(=O)c1NC(=O)Cc1ccc(F)cc1 | -3.9 |
| Cc1nc(OCc2cc3c(cc2Br)OCCO3)c2ccccc2n1 | -6.2 |
| COc1cc(=O)n(-c2ccccc2)nc1C(=O)N1CCC2(CC1)OCCO2 | -19.5 |

(cont.)
mol	mcGAS RapidFire
Cc1nn(-c2cccc(Cl)c2)c(Cl)c1CNCCNS(C)(=O)=O	-5.0
Cc1cc(Nc2ccc3c(n2)C(=O)N(CC(=O)NCCN(C)C)C3)n(C)n1	6.7
COc1ccc(Br)cc1C1=N/C(=C\C(Cl)=C\c2ccccc2)C(=O)O1	-5.9
CCOC(=O)C1=C(CSc2nnc(-c3ccco3)o2)NC(=O)NC1C (configuration not stated)	-3.3
C=CCNc1ccc(C(F)(F)F)cn1	-5.0
Cc1cc(C(=O)N(Cc2cccnc2)c2nc3ccc(F)cc3s2)n(C)n1	-9.4
CCN(CC)C(=O)Cn1cc(C(=O)N(C)Cc2ccccc2C(F)(F)F)nn1	-7.8
Cc1ccccc1-c1cc(O)c2c(c1)CN(C(=O)[C@H](C)n1cnnn1)CCO2	-13.6
O=C(CSc1ncnc2sc3c(c12)CCCC3)NC(=O)c1ccco1	-4.2
CN1CCC(Nc2ccccc2NC(=O)c2ccc(F)cc2)CC1	-7.6
Cc1c(C(=O)Nc2cccc(N3CCOC3=O)c2)cnn1C	-11.0
COC(=O)C12CCC(C)(c3nc4ccccc4nc31)C2(C)C (configuration not stated)	1.7
N=c1n(CCN2CCCCC2)c2ccccc2n1CC(O)c1ccc(Cl)c(Cl)c1 (configuration not stated)	0.7
Cc1ccc(CC(=O)N(CCO)Cc2ccccc2C)cc1	-11.0
Brc1ccc2c(c1)C1(CCCC1)CN2Cc1nnc(C2CC2)o1	-14.6
Cc1nn(C)c(Cl)c1C1CCCN1c1ccc2nnnn2n1 (configuration not stated)	-5.0
CN(C)c1ccc(NP2(=O)C=C(c3ccccc3)OC(c3ccccc3)=C2)cc1	-7.6
Cc1nc(CN(Cc2cccs2)c2ccc3c(c2)OCCO3)oc1C	-21.6
FC(F)(F)CCc1ccnc(NCc2noc(C3CCCC3)n2)n1	-3.6
CC(C)n1c(SCCc2ccccc2)nc2ccccc2c1=O	10.0
Cc1ccc(C(=O)N(C)Cc2ccco2)c(O)c1	-1.6
CC1=C(c2ccccc2)C1c1nc(CC2CCN(C)CC2)no1 (configuration not stated)	-20.4
CC(C(=O)N1CCCC1)S(=O)(=O)c1nc2c(n1-c1ccccc1)CCCC2 (configuration not stated)	-9.2
CC(C)c1nc(CC(=O)N(C)Cc2ccc(C3CC3C)o2)cs1 (configuration not stated)	-5.7
CC(C(=O)NCCc1cccc(Cl)c1)n1cncn1 (configuration not stated)	-5.5
COc1ccc(Cl)cc1CNC(=O)CSCc1cc(C)no1	-4.1
CC(CCc1ccccc1)NC(=O)c1cc(=O)c(OCc2ccccc2)co1 (configuration not stated)	-1.5
Cc1ncsc1CCn1ccnc1-c1cnc(-c2cccs2)nc1	-4.7
Nc1ccc2c(c1)S(=O)(=O)N=C(C1CCCC1)N2c1ccccc1	-3.1
Cc1ccc(C)c(-c2[nH]ncc2C2NCCc3[nH]cnc32)c1 (configuration not stated)	5.2
CCOC(=O)Nc1cccc(NC(=O)NCC(C)(O)CC)c1C (configuration not stated)	-4.8
Cc1cccc(CCC(=O)NC2CCN(C(=O)c3ccco3)CC2)c1	-3.6
CCNC(=O)C1(C)CCN1Cc1ccc(OC)c2ccccc12 (configuration not stated)	-13.1
COc1cccc(-c2cc3nc(NCCCN(C)C)n(C)c(=O)c3s2)c1	10.3
Cc1ccc2nc(C)c(NC(=O)CC3CCCCC3)c(=O)n2c1	15.9
COCCCNCc1c(-c2ccccc2)noc1N(C)C(C)C	-7.8
O=C(C1CCC1)N(c1ccc(O)cc1)S(=O)(=O)c1ccccc1	-17.5
COCc1nnc(NC(=O)CN2CCCOc3c(cccc3OC)C2)s1	-7.2
CNCCCCNC1CCN(c2ccc(-n3ccnc3)cc2)CC1	6.9
Cn1c(=NC(=O)c2nc3ccccc3s2)sc2cc(S(C)(=O)=O)ccc21	-7.2
C#CCN(Cc1ccc(F)cc1)C(=O)Cn1c(=O)n(C)c2ccccc21	3.8
CO[C@]1(C)C2C=C(C)CC1c1c(nc3ccccc3c1N)C2 (some centres not stated)	-5.0
CCCc1cc(=O)n2[nH]c(C)c(-c3cccc4ccccc34)c2n1	-1.4
Cc1cccnc1CN1CCN(CC(C)c2ccccc2)CC1 (configuration not stated)	-19.9
COc1ccc(CN2CCNC(=O)C2CC(=O)N(C)CCc2cnn(C)c2)c(F)c1 (configuration not stated)	3.5
O=C(NCc1cc(Br)ccc1F)Nc1nccs1	11.6
CCCN1C[C@H](CSC)C[C@@H]2c3cccc4[nH]cc(c34)C[C@H]21	-11.7&-10.6&-10.5
COc1ccc(CN2CCC3(CC2)N=C(c2ccc(Cl)cc2)NC3=O)cc1	-7.5
CC(C)CC1COCCN1C(=O)Nc1nnc(C(C)C)s1 (configuration not stated)	0.7
CC1(C(=O)NS(=O)(=O)c2cccc(F)c2)CCN1C(=O)Cc1cccc2ccccc12 (configuration not stated)	-4.3
COc1cccc(C2OC(c3c(C)nc4cc(C)ccn34)=NN2C(C)=O)c1 (configuration not stated)	-13.3
CC(C)c1ccc(CC(=O)N2CCC2(C)C(=O)NS(=O)(=O)c2ccc(Cl)cc2)cc1 (configuration not stated)	-7.0
O=S(=O)(NC1CCSc2ccc(F)cc21)c1ccc(Cl)cc1F (configuration not stated)	-9.1
COc1ccccc1-n1ncc2c(C)n[nH]c(=S)c21	-1.9
COCCn1c(Cc2ccccc2)nn(CN2CCCC2c2cc(OC)ccc2OC)c1=S (configuration not stated)	0.9
CCOC(=O)/C=C/C(=O)n1nc(C)cc1C	-8.8

25 neighbouring compounds already listed, quoted:
mol	mcGAS RapidFire
CC(C)CC(C)OCCC(=O)NC1(C#N)CCOCC1 (configuration not stated)	3.0
CC(=O)N1CCN(C(=O)CS(=O)(=O)C23CC4CC(CC(C4)C2)C3)CC1	35.8
Cc1noc(CSCc2nc(CC(C)C)nn2-c2ccccc2)n1	-27.2
CCn1nc(C)c(NC(=O)Nc2cc(F)c(OC)c(F)c2)c1C	-9.4
Cc1cnc2n(c1=O)C(CC(=O)NCc1cccs1)CS2 (configuration not stated)	-2.8
COc1ccccc1CC(=O)N1CCCC(CO)(CCOc2ccccc2)C1 (configuration not stated)	-6.0
O=C1CC(c2ccncc2F)c2c(n[nH]c2-c2ccc(Cl)cc2)N1 (configuration not stated)	-13.6
NCCNCCNCCN	2.6
Cc1cn2c(=O)c(C(=O)Nc3ncccc3C)cnc2s1	-0.7
COc1ccc(OCc2cc(C(=O)NCc3cccc(F)c3)no2)c(Cl)c1	-3.0
Cn1cc(C(=O)Nc2cccc(C(F)(F)F)c2)c2[nH]c(=O)n(-c3ccc(Cl)cc3)c(=O)c21	-23.2
Cc1c(C)[n+](=O)c2cc(Cl)c(Cl)cc2n1[O-]	1.3
CCCCC(=O)NCCc1cc(OC)c(OC)cc1[N+](=O)[O-]	-7.3
CC(CNc1ccc(C(=O)Nc2nncs2)cn1)c1cccs1 (configuration not stated)	10.9
Cc1ccccc1-c1ccc(=O)n(CC#N)n1	-8.1
CC(=O)c1ccc(OC(C)c2nc(C3CC3)no2)cc1F (configuration not stated)	-0.5
CSc1ccccc1NC(=O)C(C)n1ncccc1=O (configuration not stated)	-2.1
CCOC(=O)C1(Cc2cccc(Cl)c2)CCCN(C(=O)c2c(CC)noc2C)C1 (configuration not stated)	-10.2
COCCCN(C(=O)Nc1ccc(F)c(F)c1)C1CCN(C)CC1	-6.4
CCOC(=O)C1=C(C)NC(=O)NC1c1c(C)nn(-c2ccc(Cl)cc2)c1Cl (configuration not stated)	3.9
O=S(=O)(NC1CCCCCC1)c1cc(Cl)ccc1Cl	-2.3
Cc1ccc(C2=N/C(=C\c3ccc(N(C)C)cc3)C(=O)O2)cc1	9.5
COc1ccc(OC)c(NC(=O)C2(C)CCN2Cc2ccccc2Cl)c1 (configuration not stated)	17.1
Cc1ccc(S(=O)(=O)N2CCN(c3ncnc4c3nnn4C)CC2)c(C)c1	-5.8
O=C1N=C2OC=C(C(=O)Nc3ccc(F)c(Cl)c3)N2CCN1	4.1

Further structures follow.
mol	mcGAS RapidFire
Cc1sc(NC(=O)c2cccc(N3CCCC3=O)c2)nc1-c1ccccc1	12.9
CCCCCCC1CCC(c2noc(-c3ccc([N+](=O)[O-])cc3)n2)CC1 (configuration not stated)	-11.3
COc1cccc(-c2cn[nH]c2C2CCN(C(=O)CCn3cncn3)CC2)c1	-34.3
C=CCn1c2ccccc2n2c(C(C)=O)c(-c3ccccc3)nc12	-12.8
Cc1ccc2cc(NC(=O)C3(C)CCCN(C(C)C)C3)ccc2n1 (configuration not stated)	-2.4
CCn1cnnc1CCNC(=O)c1ccc2c(c1)OCO2	-7.1
O=C(NN=C1CCN(c2ccccc2)CC1)C1CC1	-1.7
COc1ccc(N2C(=O)CSC2c2cccc(N)c2)c(OC)c1 (configuration not stated)	-0.8
N#Cc1ccc(Cl)cc1NC1CCCCC1	5.9
COc1ccc(CCN2CCC(CN(C)C(=O)c3sccc3Cl)CC2)cc1	-7.4
CCC(CC)NCC(c1cccnc1)N1CCOCC1 (configuration not stated)	8.1
CCC(N)(C(=O)OC)c1ccccc1 (configuration not stated)	-5.4

Not all compounds are listed; the hit share may differ from the screen's.
